Assay outcomes from PubChem.
bCat nuc transl – modulators of beta-catenin nuclear translocation, primary screen, imaging, HeLa cells, immunofluorescence, high-content. nuclear translocation activity, % at 5 µM. 0.3% of 190,000 active;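 active means nuclear translocation activity above 50% at 5 µM, with a well cell count of 50 or more; inconclusive means wells under 50 cells across six images, flagged as toxic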;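 further: per-cell ratio of nuclear to cytoplasmic median beta-catenin stain intensity; plate controls were DMSO negative control for no effect and GSK-3 inhibitor IX positive control for full effect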
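Read-out: Nuclear/cytoplasmic beta-catenin signal ratio, % activation | Assay system: Human HeLa cell line | Times: 24 h compound exposure at 37°C, 5% CO2 | Signal: Fluorescence imaging of beta-catenin antibody stain plus DAPI | Dosing: 5 µM primary, 0.02–20 µM confirmation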
Ins promoter up – insulin promoter activators in MIN6 cells, imaging, high-content screening, mouse beta cells; MIN6 insulin promoter-GFP reporter; stronger effect = higher value; AID 1625, 2009; z-score at 5 µM; 0.3% of 190,000 active;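 active means z-score above 3 at 5 µM with at least 500 cells counted in the well; inconclusive means wells under 500 cells, flagged as cytotoxic or low count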
AID2073 – inhibitors of Mint1-CaV2.2 protein interaction, biochemical, HTRF (AID 2073); 0.19% of 290,000 active; one-dose inhibition, % at 20 µM; IC50 in µM for titrated hits; HTRF protein-protein interaction, Mint1-CaV2.2; higher % means a stronger effect; Voltage-dependent N-type calcium channel subunit alpha-1B (Homo sapiens); in the data active means inhibition mostly above about 51%, no sharp cut-off; inconclusive means no clear call, values can overlap the other calls; inactive means mostly below about 53%; further: some results filed as inactive read as strong as hits
Dynein transport – inhibitors of GR-EGFP nuclear translocation, primary screen, dynein cargo transport inhibitor project, imaging, high-content, 3617.4 mouse cells | test concentration mostly 20 µM; stimulated with dexamethasone, 1 µM; stronger effect = lower value | z-score, hits read low | 0.47% of 220,000 active;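 active means plate z-score of nuclear minus cytoplasmic receptor signal below a set negative limit, without overly bright fluorescence or cell loss, cut at about -3.5 in these data, passing the limit was not always enough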;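 further: z-score of nuclear minus cytoplasmic ring GR-EGFP intensity difference per well; some compounds called inactive have numbers as strong as hits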
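Medium: Induction medium lacking tetracycline, stripped serum | Probe or stimulus: 1.0 µM final dexamethasone stimulus | Schedule: 48 h induction, then 1 h compound, then 30 min agonist, 37 °C | Signal: Automated 10x imaging of fixed Hoechst-stained cells | Evaluation: Per-cell GR-EGFP intensity, nucleus versus surrounding cytoplasmic ring, well-averaged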
Yfh1-depleted yeast – enhancers of respiration in Yfh1-depleted yeast, dose response, Friedreich's ataxia, plus single-dose screen (AID 1465). 0.074% of 220,000 active. one-dose fold induction at 50 µM; EC50 in µM for titrated hits. S. cerevisiae Yfh1-off respiration, WST-1 reduction, 72 h; higher fold induction means a stronger effect;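 active means fold induction of absorbance versus untreated yeast above a set limit, then at least 30% activation at any dose in follow-up; inconclusive means repeats straddling the limit, or above it without dose testing; inactive means fold induction below the set limit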;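 further: activators that raise dye reduction in frataxin-depleted yeast; strong numbers were not always called active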
MT stabilizer – microtubule stabilizers in HeLa cells, primary screen, imaging, high-content imaging | HeLa tubulin immunostaining HCS, 24 h; share of cells brighter than vehicle mean+2SD | % tubulin-high responders, % at 10 µM | 0.83% of 200,000 active | AID 2205, 2009;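 active means plate Z-score above 3 for both tubulin-high and condensed-nucleus cell shares, with cell loss under 80%, at 10 µM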;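 further: anti alpha tubulin signal scored within the nucleus-defined area of each cell; some results filed as inactive read as strong as hits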
WT yeast gro inh – growth inhibition of WT strain, primary screen, mitochondrial fusion inhibitor project, WT and mutant strains, chemical genetic. mitochondrial fusion phenotypic screen. inhibition, % at 10 µM. 2.1% of 190,000 active; in the data active means inhibition above about 58%; tested in S. cerevisiae
Autophagy HCS – autophagy modulators in MEF cells, primary screen, imaging, high-content, MEF GFP-LC3; MEF GFP-LC3 puncta imaging; test concentration mostly 10 µM; calls only at 10 µM (by protocol); 0.98% of 190,000 active;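 active means percentage of spot-positive cells more than 3 SD above its plate mean, without a fluorescence outlier flag or 80% toxicity; inconclusive means no clear call, values can overlap the other calls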;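 further: spot-positive cell cutoff set from DMSO-treated cells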
HIV fusion peptide – inhibitors of HIV fusion peptide binding, primary screen, biochemical, uHTS, fluorescence dequenching (AID 1986); one-dose inhibition, % at 20 µM; IC50 in µM for titrated hits; cell-free peptide binding, fluorescence dequenching, 30 min; higher % means a stronger effect; 0.3% of 290,000 active; in the data active means inhibition mostly above about 52%, no sharp cut-off; inactive means mostly below about 76%; further: some results filed as inactive read as strong as hits
WT yeast gro inh mutant strain – second read-out of WT yeast gro inh, no call of its own (marks repeat the call); inhibition, %; mitochondrial fusion phenotypic screen, mutant strain inhibition
Dynein transport cytoplasmic EGFP – also measured in Dynein transport; calls as there; z-score; measured here: cytoplasmic GR-EGFP intensity; stronger effect = higher value
Dynein transport nuclear GR-EGFP – also measured in Dynein transport; calls as there; z-score; measured here: nuclear GR-EGFP intensity;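 lower value marks the stronger effect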
Dynein transport cell count – also measured in Dynein transport; calls as there; z-score; measured here: cell count per field
Ins promoter up cell count – further read-out of Ins promoter up, marked with its call; cell count; measured here: cytotoxicity, nuclei count;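 total cells summed across four imaged fields per well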
bCat nuc transl cell count 5 µM – also measured in bCat nuc transl; calls as there; cell count; measured here: cell count, cytotoxicity flag
MT stabilizer Hoechst-high % – also measured in MT stabilizer; calls as there; % Hoechst-high responders; measured here: nuclear condensation Hoechst responders;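 share of cells brighter than vehicle mean plus two SD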
MT stabilizer cytotoxicity % – also measured in MT stabilizer; calls as there; toxicity, %; measured here: cytotoxicity by cell density;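 0% = mean cell density of plate MIN control wells and 100% = no cells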
Autophagy HCS cell loss 18 h – further read-out of Autophagy HCS, marked with its call; toxicity, %; measured here: cell loss, nuclei count;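 cell loss after 18 h compound exposure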
Active calls of the source: *; i = inactive; u = inconclusive; x = not tested or not shown. Hits appear at their usual frequency. About 4.2% of those tested had a hit in this group.

SMILES	bCat nuc transl	bCat nuc transl cell count 5 µM	Ins promoter up	Ins promoter up cell count	AID2073	Dynein transport	Dynein transport cytoplasmic EGFP	Dynein transport nuclear GR-EGFP	Dynein transport cell count	Yfh1-depleted yeast	MT stabilizer	MT stabilizer Hoechst-high %	MT stabilizer cytotoxicity %	WT yeast gro inh	WT yeast gro inh mutant strain	Autophagy HCS	Autophagy HCS cell loss 18 h	HIV fusion peptide
CC(SC1CCCC1)C(=O)Nc1ccnn1C(C)C (stereo not drawn)	-3.9	949	-0.26	1268	2%	-0.64	-0.28	-0.36	0.6	i	6.8	1.7	7.1	-3	-9	i	-1	-0.6%
CCCCCOc1ccc(NC(=O)CSc2cccc3cccnc23)cc1	-1.2	504	0.97	1172	3%	0.2	-0.2	0.21	-0.34	i	2.3	1.7	7.9	-9	5	i	9	-0.6%
Cc1oc(-c2cccc(Cl)c2)nc1CN1CCC(C(=O)NCC2CCCO2)CC1 (stereo not drawn)	-2.1	1010	-0.68	1102	-6%	0.32	-0.16	-0.27	0.37	i	4.2	2.4	5.9	-15	-59	i	23	0.7%
Cc1ccc(NC2=C(Cl)C(=O)OC2OC(=O)c2ccc(C)cc2)cc1 (stereo not drawn)	4.3	438	x	x	-6%	0.2	-0.071	0.93	-1.5	i	4.4	2.5	15	62	73	i	-1	2.0%
Cc1cc(=O)oc2c(C)c(OCC(=O)N(C)C)ccc12	2.8	1199	0.92	1218	0%	-0.033	-0.21	-0.059	0.36	i	2.2	2.0	4.3	0	23	i	-5	-0.8%
O=C(CNC(=O)c1ccccc1)OCC(=O)N1c2ccccc2Sc2ccccc21	x	x	0.8	1324	2%	-0.61	-0.28	-0.45	0.37	i	2.0	2.6	8.5	10	-19	i	-6	-0.8%
O=C(Nc1cnn(Cc2ccc(F)cc2)c1)c1cc(-c2cccs2)on1	x	x	u	x	12%	-0.077	-0.21	0.36	0.045	i	2.5	2.0	5.6	-5	-8	i	-5	6.3%
O=C1c2ccccc2C(=Nc2ccccc2)C1c1cccc(Br)c1 (stereo not drawn)	0.0	1347	-0.19	1627	8%	0.61	-0.39	0.53	-0.29	i	1.3	1.0	6.8	-9	-9	i	6	-2.0%
O=C(NCCNS(=O)(=O)c1ccc(Cl)cc1)c1cc(OCC(F)(F)F)ccc1OCC(F)(F)F	-0.6	1399	1.2	1540	-6%	0.42	-0.22	0.18	-0.11	i	0.6	1.7	9.4	-13	3	i	11	-3.2%
Cc1[nH]c2ccccc2c1C(=O)CN1CCN(C2CCCCC2)CC1	-3.4	1075	-0.47	1076	1%	-0.25	-0.2	-0.094	0.18	i	1.4	1.6	4.5	-1	3	i	-2	-1.4%
CSc1nc(N)nc(SCC(=O)OC(C)C)c1C#N	2.1	1086	-0.2	1102	6%	-0.3	-0.3	-0.23	-0.1	i	3.5	1.3	3.0	12	-2	i	4	0.8%
CC1CCN(C(=O)CSc2nc(N)cc(N)n2)CC1	-6.0	1024	1.1	1355	-7%	0.22	-0.27	0.15	0.16	i	5.3	4.5	8.0	20	6	i	-7	-2.5%
O=C1N(c2ccccc2)C(c2ccccc2)N2CCCN12 (stereo not drawn)	1.3	1078	-0.33	1344	-21%	0.51	-0.29	0.22	-0.27	i	x	x	x	x	x	x	x	0.5%
O=C(CSc1nnc2scc(-c3ccccc3)n12)NCC1CCCO1 (stereo not drawn)	x	x	x	x	-9%	-0.24	-0.14	-0.73	-0.35	i	3.1	1.7	3.3	-13	-28	i	-7	-2.2%
N#C/C(=C1\CCCN1)c1nc(-c2ccccc2)cs1	-0.3	1030	0.71	758	-17%	4.2	-0.14	3.1	-2.1	i	3.9	1.4	8.7	12	12	i	12	-1.3%
CCOC(=O)c1sc(=NC(=O)c2ccc(OC(C)C)cc2)n(C)c1C	1.3	1109	-1.1	1274	7%	0.22	-0.19	0.21	0.1	i	2.0	2.5	7.0	-6	-5	i	14	1.4%
CC(C)(C)CC(C)(C)NC(=O)/C=C/C(=O)O	-0.1	1322	1.1	1377	2%	-0.14	-0.28	-0.19	0.8	i	x	x	x	x	x	x	x	-1.0%
O=C(c1ccc(S(=O)(=O)N2CCOCC2)cc1)N(c1ccccc1)C1C=CS(=O)(=O)C1 (stereo not drawn)	-2.2	1202	0.34	1983	21%	0.83	-0.38	0.5	-0.34	i	8.4	1.4	4.1	17	38	i	1	2.4%
O=C(c1cccs1)N(c1cccc(Cl)c1)C1C=CS(=O)(=O)C1 (stereo not drawn)	-0.5	1093	1.2	1157	-3%	-0.62	-0.35	-0.44	0.93	i	3.4	2.7	5.3	0	5	i	2	-2.0%
COc1cccc(-c2ccc(SCC(=O)NCCc3ccccc3)nn2)c1	0.1	1206	x	x	-5%	-0.22	-0.22	-0.061	0.5	i	3.5	2.4	3.8	19	16	i	26	0.1%

Next part; it opens with the 2 that closed the last part.
SMILES	bCat nuc transl	bCat nuc transl cell count 5 µM	Ins promoter up	Ins promoter up cell count	AID2073	Dynein transport	Dynein transport cytoplasmic EGFP	Dynein transport nuclear GR-EGFP	Dynein transport cell count	Yfh1-depleted yeast	MT stabilizer	MT stabilizer Hoechst-high %	MT stabilizer cytotoxicity %	WT yeast gro inh	WT yeast gro inh mutant strain	Autophagy HCS	Autophagy HCS cell loss 18 h	HIV fusion peptide
O=C(c1cccs1)N(c1cccc(Cl)c1)C1C=CS(=O)(=O)C1 (stereo not drawn)	-0.5	1093	1.2	1157	-3%	-0.62	-0.35	-0.44	0.93	i	3.4	2.7	5.3	0	5	i	2	-2.0%
COc1cccc(-c2ccc(SCC(=O)NCCc3ccccc3)nn2)c1	0.1	1206	x	x	-5%	-0.22	-0.22	-0.061	0.5	i	3.5	2.4	3.8	19	16	i	26	0.1%
Cc1ccc2c(c1)c1c3n2CCN=C3CCC1	-2.5	898	0.46	1100	23%	-0.47	-0.19	0.32	0.37	i	8.4	2.5	6.9	0	1	i	12	-3.0%
Cc1ccc(S(=O)(=O)N(C)C(=O)NC(=O)NS(=O)(=O)c2ccccc2)cc1	0.4	1110	x	x	-1%	-0.63	-0.33	-0.28	1.1	i	2.1	1.4	5.6	4	4	i	9	1.3%
CCOc1ccccc1N1CC(C(=O)N2CCc3ccccc3C2)CC1=O (stereo not drawn)	-0.6	1154	-1	949	10%	-0.68	0.064	-0.11	0.16	i	2.5	1.5	7.1	10	-3	i	1	-1.2%
C=CCN1C(=O)/C(=C2/Sc3ccccc3N2CCCS(=O)(=O)O)SC1=S	-0.5	1096	-0.18	1173	6%	0.11	-0.28	-0.074	-0.036	i	2.3	2.0	10	-12	-3	i	5	0.2%
CCOC(=O)CSc1ccc2nnc(CCNS(=O)(=O)c3ccccc3)n2n1	-0.8	1172	-1.5	1289	1%	-0.082	-0.2	0.096	0.27	i	2.6	2.1	6.3	-8	-3	i	8	-1.0%
Cc1ccc(NC(=S)N2CCCC2)cc1	-3.9	1104	0.22	1622	3%	-0.42	-0.28	-0.36	0.74	i	3.7	1.6	8.2	2	12	i	3	1.7%
COc1ccc(NC(=O)NCCN2CCc3ccccc3C2)cc1	0.5	531	0.17	1354	-8%	-0.85	-0.23	-0.49	1.4	i	4.6	3.1	8.6	1	-6	i	-10	-1.9%
COC(=O)Nc1ccc(S(=O)(=O)N2CCCCCC2)cc1	-1.2	1217	-0.2	923	12%	-0.23	-0.22	-0.19	0.32	i	3.7	1.7	2.6	8	-18	i	-5	0.8%
COc1ccc(NC(=O)COC(=O)/C=C/C(=O)OCC(=O)Nc2ccc(OC)c(Cl)c2)cc1Cl	2.0	840	1	1276	14%	-0.29	-0.3	-0.4	0.43	i	4.7	1.7	4.3	-10	-11	i	4	-0.5%
CC(C)COC(=O)Nc1ccccc1C(=O)N1CCOCC1	0.2	1153	-0.61	1205	-9%	1.4	-0.29	0.55	-0.35	i	2.6	1.6	5.5	-15	-11	i	-4	-2.2%
COc1ccccc1C1CC(c2ccc(C)cc2)Nc2ncnn21 (stereo not drawn)	-0.7	1124	-0.21	1807	16%	-0.32	-0.23	0.036	0.032	i	2.2	1.5	7.6	-1	14	i	11	-2.1%
O=C(CCn1cccc1)NC1CCCc2ccccc21 (stereo not drawn)	-1.8	998	0.07	1367	-3%	0.7	-0.11	1.1	-2	i	5.3	3.0	5.2	-7	-7	i	3	0.5%
Cc1ccccc1NCN1C(=O)C2CCC(C)(C1=O)C2(C)C (stereo not drawn)	1.3	1433	1.5	863	0%	0.16	-0.8	-0.23	-0.049	i	x	x	x	x	x	x	x	-1.2%
Cc1nnc(NC(=O)CSc2nc3[nH]ncc3c(=O)[nH]2)s1	0.0	1095	0.34	1259	-1%	-1	-0.074	-0.78	0.94	i	2.3	1.7	1.6	-18	7	i	-12	-1.6%
CCOC(=O)CNc1c(-c2ccc(Cl)cc2)nc2cnccn12	x	x	x	x	u	3.3	-0.12	2.3	-0.93	x	3.5	1.3	6.4	14	22	i	17	2.0%
COC(=O)CSc1n[nH]c(-c2ccncc2)n1	0.7	989	0.56	1173	0%	2.7	0.5	2.6	-2.3	i	11	24	97	-7	10	i	4	-2.4%
O=C(CCc1ccccc1)N/N=C/c1cc(Br)ccc1O	4.0	949	-1.1	1328	10%	-0.88	-0.24	-0.6	1.1	i	7.1	2.8	3.7	13	0	i	6	-1.7%
N/C(=N\N=C\c1ccc(O)c(O)c1)c1nonc1N	0.0	1226	-0.34	1301	8%	-0.87	-0.25	-0.43	1	i	x	x	x	x	x	x	x	-4.1%
